Screens as filed in PubChem.
TcdB GH inh – inhibitors of Clostridioides difficile toxin B glycohydrolase | inhibition, % at 9.99 µM | P18177 | TcdB glycohydrolase enzymatic assay, plate reader | actives 0.24% (n = 350,000); in the data active = inhibition above about 10%
Target sequence (P18177 whole entry, looked up): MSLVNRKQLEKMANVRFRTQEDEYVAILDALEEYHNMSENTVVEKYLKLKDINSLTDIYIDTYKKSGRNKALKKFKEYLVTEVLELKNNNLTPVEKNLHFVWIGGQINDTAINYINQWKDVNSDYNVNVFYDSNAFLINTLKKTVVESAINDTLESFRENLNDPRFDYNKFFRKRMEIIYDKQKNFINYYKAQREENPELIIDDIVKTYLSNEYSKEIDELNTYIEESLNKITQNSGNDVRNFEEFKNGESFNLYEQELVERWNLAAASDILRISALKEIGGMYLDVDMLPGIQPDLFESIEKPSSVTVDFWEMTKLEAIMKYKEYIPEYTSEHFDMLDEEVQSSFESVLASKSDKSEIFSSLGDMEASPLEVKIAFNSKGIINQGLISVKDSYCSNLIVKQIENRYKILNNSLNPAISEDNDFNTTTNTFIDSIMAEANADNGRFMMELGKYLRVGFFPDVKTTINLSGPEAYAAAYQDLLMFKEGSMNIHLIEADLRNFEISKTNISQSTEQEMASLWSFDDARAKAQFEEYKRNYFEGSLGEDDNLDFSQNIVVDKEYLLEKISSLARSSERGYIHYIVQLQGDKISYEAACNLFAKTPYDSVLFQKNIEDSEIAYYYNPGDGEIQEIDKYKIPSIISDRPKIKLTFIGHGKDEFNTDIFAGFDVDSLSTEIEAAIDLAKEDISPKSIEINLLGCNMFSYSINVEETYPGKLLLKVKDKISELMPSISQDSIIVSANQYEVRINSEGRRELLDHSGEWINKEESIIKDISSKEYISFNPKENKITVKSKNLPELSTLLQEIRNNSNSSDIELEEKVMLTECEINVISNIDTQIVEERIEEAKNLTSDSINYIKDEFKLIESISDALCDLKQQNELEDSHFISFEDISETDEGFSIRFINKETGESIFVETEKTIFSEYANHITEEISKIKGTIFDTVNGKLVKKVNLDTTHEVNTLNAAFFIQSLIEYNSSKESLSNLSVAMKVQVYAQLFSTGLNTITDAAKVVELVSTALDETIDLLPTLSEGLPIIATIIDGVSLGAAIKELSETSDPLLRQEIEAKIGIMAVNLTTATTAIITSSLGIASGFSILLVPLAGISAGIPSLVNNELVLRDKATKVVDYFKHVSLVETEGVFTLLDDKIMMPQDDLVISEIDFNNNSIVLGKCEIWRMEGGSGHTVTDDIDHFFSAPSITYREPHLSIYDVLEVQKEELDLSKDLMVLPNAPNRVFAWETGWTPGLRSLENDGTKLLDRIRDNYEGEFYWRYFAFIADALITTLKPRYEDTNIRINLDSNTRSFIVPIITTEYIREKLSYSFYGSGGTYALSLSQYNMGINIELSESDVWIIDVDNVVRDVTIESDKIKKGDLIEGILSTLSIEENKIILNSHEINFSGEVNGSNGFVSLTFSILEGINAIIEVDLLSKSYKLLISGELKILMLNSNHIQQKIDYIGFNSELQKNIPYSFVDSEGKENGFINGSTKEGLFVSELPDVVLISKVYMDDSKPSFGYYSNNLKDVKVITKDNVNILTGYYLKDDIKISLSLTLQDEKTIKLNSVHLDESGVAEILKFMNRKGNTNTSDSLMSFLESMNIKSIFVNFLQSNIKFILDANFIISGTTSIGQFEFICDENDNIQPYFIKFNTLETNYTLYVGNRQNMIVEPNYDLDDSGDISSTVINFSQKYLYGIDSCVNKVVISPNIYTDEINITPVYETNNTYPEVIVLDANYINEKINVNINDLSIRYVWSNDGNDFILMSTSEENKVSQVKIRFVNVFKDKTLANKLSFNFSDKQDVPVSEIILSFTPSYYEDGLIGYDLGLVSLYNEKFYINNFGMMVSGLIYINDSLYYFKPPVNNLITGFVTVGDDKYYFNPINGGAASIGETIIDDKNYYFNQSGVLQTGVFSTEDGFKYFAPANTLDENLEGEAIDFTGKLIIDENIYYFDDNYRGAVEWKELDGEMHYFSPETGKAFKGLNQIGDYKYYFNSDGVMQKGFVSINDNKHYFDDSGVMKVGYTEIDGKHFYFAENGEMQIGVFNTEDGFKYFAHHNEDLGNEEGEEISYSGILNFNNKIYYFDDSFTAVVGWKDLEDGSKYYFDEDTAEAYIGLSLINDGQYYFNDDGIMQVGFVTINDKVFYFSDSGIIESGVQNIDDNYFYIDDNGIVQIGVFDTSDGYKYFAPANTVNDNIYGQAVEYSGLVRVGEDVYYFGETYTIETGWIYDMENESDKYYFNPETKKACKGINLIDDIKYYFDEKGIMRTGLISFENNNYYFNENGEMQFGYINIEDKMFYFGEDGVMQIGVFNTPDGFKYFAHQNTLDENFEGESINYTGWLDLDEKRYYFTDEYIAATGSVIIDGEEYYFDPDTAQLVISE
BioA inh – blocks M. tuberculosis BioA enzyme activity. purified M. tuberculosis BioA enzyme, plate reader. inhibition, % at 9.99 µM. actives 0.096% (n = 360,000). AID 602481; in the data active = inhibition above about 40%
Active calls of the source: *. An excerpt; rates above refer to the full screens.

SMILES	TcdB GH inh	BioA inh
CC(C)NC(=O)Nc1cccc2c1O[C@H](CN(C)CC1CCCCC1)[C@H](C)CN([C@H](C)CO)C2=O	0.4	0.4
Cn1cnc(S(=O)(=O)N2CCCCN3[C@H](C2)[C@@H](c2ccc(-c4ccccc4)cc2)[C@@H]3CO)c1	0.8	0.3
CNC[C@@H]1Oc2ccc(NC(=O)Nc3ccc(OC)cc3)cc2C(=O)N([C@H](C)CO)C[C@H]1C	-0.2	0.6
C[C@@H]1CN([C@H](C)CO)C(=O)c2cc(C#Cc3ccccc3F)cnc2O[C@@H]1CN(C)S(C)(=O)=O	-0.3	-1.2
CC(C)NC(=O)N1C[C@H]2[C@@H](c3ccccc31)[C@H](CO)N2C(=O)Nc1ccc(F)cc1	0.9	-2.3
O=S(=O)(Cc1ccccc1)N1CCCCN2[C@@H](CO)[C@@H](c3ccc(-c4ccccc4)cc3)[C@@H]2C1	-4.8	-2.3
C[C@@H]1CN([C@@H](C)CO)S(=O)(=O)c2ccc(C#Cc3ccccn3)cc2O[C@H]1CN(C)Cc1cccc(F)c1	0.3	0.4
CNC[C@H]1Oc2ccc(NC(=O)CCN3CCOCC3)cc2CC(=O)N([C@H](C)CO)C[C@@H]1C	1.3	-0.9
C=CC1c2cc(O)c(OC)cc2CCN1Cc1sc2ccccc2c1Cl (centres undefined)	1.1	1.0
COCCNC(=O)c1cc2c(c(-c3cccc(-c4cccc(F)c4)c3)n1)[C@H](CCO)N(S(=O)C(C)(C)C)C2 (some centres undefined)	-0.3	6.6
C[C@H](CO)N1C[C@H](C)[C@H](CN(C)Cc2ccccc2)OCCCC[C@H](C)Oc2ccc(NC(=O)Nc3ccc(C(F)(F)F)cc3)cc2C1=O	-0.5	-0.3
COc1ccc(S(=O)(=O)Nc2ccc3c(c2)C(=O)N([C@H](C)CO)C[C@H](C)[C@H](CN(C)S(=O)(=O)c2c(C)noc2C)OCCCC[C@H](C)O3)cc1	-0.9	2.5
COc1cccc(-c2cnc3c(c2)C(=O)N([C@H](C)CO)C[C@H](C)[C@H](CN(C)S(=O)(=O)c2cn(C)cn2)O3)c1	0.0	0.6
C[C@@H]1CCCCO[C@H](CN(C)Cc2ccccc2)[C@H](C)CN([C@H](C)CO)C(=O)c2cc(NC(=O)Nc3cccc4ccccc34)ccc2O1	0.7	1.2
C[C@@H]1CN([C@H](C)CO)C(=O)c2cccc(NC(=O)C3CC3)c2O[C@@H]1CN(C)Cc1ccc(Oc2ccccc2)cc1	0.4	4.7
C[C@H](CO)N1C[C@H](C)[C@H](CN(C)S(=O)(=O)c2ccccc2)Oc2c(NC(=O)C3CCOCC3)cccc2C1=O	-1.2	2.9
CCCc1cn(CC[C@@H]2CC[C@H](NS(=O)(=O)c3ccccc3Cl)[C@H](CO)O2)nn1	-9.5	-1.2
CC(=O)N(C)C[C@@H]1[C@@H](c2ccc(-c3ccccc3F)cc2)[C@@H](CO)N1C(C)=O	-0.9	2.6
O=C(C[C@@H]1C[C@@H]2c3cc(NC(=O)Nc4ccccc4)ccc3O[C@@H]2[C@@H](CO)O1)NCc1cccc(F)c1	-0.3	-0.3
CNC(=O)C[C@H]1CC[C@H]2[C@H](COc3ccc(NC(=O)Nc4ccccc4OC)cc3C(=O)N2C)O1	-1.6	-1.4
C[C@@H]1CN([C@H](C)CO)C(=O)c2cc(NC(=O)Nc3cccc4ccccc34)ccc2O[C@@H]1CN(C)CC1CCCCC1	-1.4	-0.9
COc1ccc(CN(C)C[C@H]2Oc3c(NC(=O)Nc4ccc(OC)cc4)cccc3C(=O)N([C@H](C)CO)C[C@@H]2C)cc1	-1.3	-1.2
CC(C)CC#Cc1cnc2c(c1)C(=O)N([C@@H](C)CO)C[C@H](C)[C@H](CN(C)C(=O)Nc1ccccc1F)O2	-0.2	-4.0
CN(C)CC(=O)Nc1ccc2c(c1)[C@@H]1C[C@@H](CC(=O)NCc3ccncc3)O[C@@H](CO)[C@@H]1O2	0.2	-0.7
C[C@@H]1CN([C@H](C)CO)C(=O)c2cc(NS(C)(=O)=O)ccc2O[C@@H]1CN(C)S(=O)(=O)c1cccs1	0.8	2.1
SMILES	TcdB GH inh	BioA inh
OC[C@H]1[C@H](c2ccc(-c3cccc(F)c3)cc2)[C@H]2CN(CCC(F)(F)F)CCCCN21	0.3	3.7
C[C@@H]1CN([C@H](C)CO)C(=O)c2cc(C#C[C@@H](C)O)cnc2O[C@@H]1CN(C)C(=O)CN(C)C	0.9	0.5
C[C@H](NC(=O)C[C@@H]1CC[C@@H]2[C@H](COC[C@H](O)CN2C)O1)c1ccccc1	-1.2	-0.3
CO[C@@H](CN(C)CC1CCOCC1)[C@@H](C)CN(C(=O)Nc1ccc(F)cc1)[C@@H](C)CO	-0.8	-1.1
C[C@@H]1CN([C@H](C)CO)C(=O)c2cc(NC(=O)Nc3cccc4ccccc34)ccc2O[C@H]1CN(C)Cc1ccncc1	-0.6	0.7
CC(C)NC(=O)Nc1ccc2c(c1)CC(=O)N([C@H](C)CO)C[C@@H](C)[C@H](CN(C)S(=O)(=O)c1ccc(Cl)cc1)O2	-0.6	0.3
CC(=O)N1[C@H](C(=O)N2CCCCC2)[C@@H](CO)[C@@H]2Cn3c(ccc(-c4ccccc4)c3=O)[C@@H]21	0.7	-0.7
Cc1ccc(S(=O)(=O)N[C@@H]2C=C[C@@H](CC(=O)NCCN3CCCCC3)O[C@@H]2CO)cc1	-3.5	1.3
Cc1ccc(S(=O)(=O)N[C@@H]2CC[C@@H](CCn3cc(-c4ccccc4F)nn3)O[C@H]2CO)cc1	0.2	-0.9
C[C@@H](O)C#Cc1ccc([C@@H]2[C@H](CO)N3CCCCN(C(=O)c4ccc5c(c4)OCO5)C[C@@H]23)cc1	1.3	3.2
CC(C)NC(=O)Nc1cccc2c1O[C@H](CN(C)Cc1ccc(Cl)c(Cl)c1)[C@@H](C)CN([C@@H](C)CO)C2=O	1.2	4.5
CC(C)CC#Cc1ccc2c(c1)O[C@H](CN(C)C(=O)C1CCOCC1)[C@H](C)CN([C@H](C)CO)S2(=O)=O	-11.2	-4.7
C[C@@H]1CN([C@H](C)CO)C(=O)c2cccc(NC(=O)C3CC3)c2O[C@@H]1CN(C)S(C)(=O)=O	-0.2	0.8
COc1cccc(S(=O)(=O)Nc2ccc3c(c2)[C@H]2C[C@@H](CC(=O)NCCc4ccccc4)O[C@H](CO)[C@H]2O3)c1	0.0	1.8
C[C@@H]1CN([C@H](C)CO)C(=O)c2cc(NC(=O)NC3CCCCC3)ccc2O[C@@H](C)CCCCO[C@H]1CN(C)S(=O)(=O)c1ccc(F)cc1	0.8	-3.6
C[C@@H]1CCCCO[C@H](CN(C)S(=O)(=O)c2ccc(Cl)cc2)[C@@H](C)CN([C@H](C)CO)C(=O)c2cc(NC(=O)NC3CCCCC3)ccc2O1	0.2	-0.2
COc1ccc(NC(=O)Nc2ccc3c(c2)C(=O)N([C@H](C)CO)C[C@H](C)[C@@H](CN(C)S(=O)(=O)c2ccc(F)cc2)OCCCC[C@H](C)O3)cc1	-0.4	-0.7
CC(C)NC(=O)N(C)C[C@H]1Oc2ccc(NS(=O)(=O)c3cn(C)cn3)cc2C(=O)N([C@@H](C)CO)C[C@@H]1C	-0.7	-1.7
C[C@@H]1CN([C@@H](C)CO)C(=O)c2cccc(NC(=O)c3cnccn3)c2O[C@H]1CN(C)Cc1ccc(C(F)(F)F)cc1	-19.4	-1.2
CCS(=O)(=O)Nc1ccc2c(c1)C(=O)N(C)C[C@H](OC)[C@@H](C)CN[C@@H](C)CO2	-0.1	-3.2
O=C(c1cccnc1)N1C[C@H]2[C@@H](c3ccccc31)[C@@H](CO)N2C(=O)C1CCOCC1	-0.5	-1.5
Cc1noc(C)c1S(=O)(=O)Nc1cccc2c1O[C@@H](CN(C)Cc1ccc3c(c1)OCO3)[C@@H](C)CN([C@@H](C)CO)C2=O	-0.6	-1.5
COc1cccc(-c2cnc3c(c2)C(=O)N([C@H](C)CO)C[C@@H](C)[C@H](CN(C)CC2CCCC2)O3)c1	-16.6	-6.1
C[C@@H]1CN([C@@H](C)CO)C(=O)c2cccc(NC(=O)c3nc4ccccc4s3)c2O[C@@H]1CN(C)S(=O)(=O)c1ccc(F)cc1	0.4	-4.6
CN1CCN(C(=O)C[C@H]2CC[C@@H]3[C@H](COC[C@@H](O)CN3C(=O)Nc3ccc(Cl)cc3)O2)CC1	-2.0	2.4

Part of the list above in order of molecular weight, rising:
SMILES	TcdB GH inh	BioA inh
OC[C@H]1[C@H](c2ccc(-c3cccc(F)c3)cc2)[C@H]2CN(CCC(F)(F)F)CCCCN21	0.3	3.7
CO[C@@H](CN(C)CC1CCOCC1)[C@@H](C)CN(C(=O)Nc1ccc(F)cc1)[C@@H](C)CO	-0.8	-1.1
Cc1ccc(S(=O)(=O)N[C@@H]2CC[C@@H](CCn3cc(-c4ccccc4F)nn3)O[C@H]2CO)cc1	0.2	-0.9
CC(C)CC#Cc1ccc2c(c1)O[C@H](CN(C)C(=O)C1CCOCC1)[C@H](C)CN([C@H](C)CO)S2(=O)=O	-11.2	-4.7
CC(C)NC(=O)N(C)C[C@H]1Oc2ccc(NS(=O)(=O)c3cn(C)cn3)cc2C(=O)N([C@@H](C)CO)C[C@@H]1C	-0.7	-1.7
CC(C)NC(=O)Nc1cccc2c1O[C@H](CN(C)Cc1ccc(Cl)c(Cl)c1)[C@@H](C)CN([C@@H](C)CO)C2=O	1.2	4.5
C[C@@H]1CN([C@@H](C)CO)C(=O)c2cccc(NC(=O)c3cnccn3)c2O[C@H]1CN(C)Cc1ccc(C(F)(F)F)cc1	-19.4	-1.2
CC(C)NC(=O)Nc1ccc2c(c1)CC(=O)N([C@H](C)CO)C[C@@H](C)[C@H](CN(C)S(=O)(=O)c1ccc(Cl)cc1)O2	-0.6	0.3
Cc1noc(C)c1S(=O)(=O)Nc1cccc2c1O[C@@H](CN(C)Cc1ccc3c(c1)OCO3)[C@@H](C)CN([C@@H](C)CO)C2=O	-0.6	-1.5
C[C@@H]1CCCCO[C@H](CN(C)S(=O)(=O)c2ccc(Cl)cc2)[C@@H](C)CN([C@H](C)CO)C(=O)c2cc(NC(=O)NC3CCCCC3)ccc2O1	0.2	-0.2
COc1ccc(NC(=O)Nc2ccc3c(c2)C(=O)N([C@H](C)CO)C[C@H](C)[C@@H](CN(C)S(=O)(=O)c2ccc(F)cc2)OCCCC[C@H](C)O3)cc1	-0.4	-0.7

Carrying on:
SMILES	TcdB GH inh	BioA inh
COc1ccc(C#Cc2ccc([C@@H]3[C@@H](CO)N4CCCCN(S(=O)(=O)c5cn(C)cn5)C[C@@H]34)cc2)cc1	1.5	2.3
COc1cccc(NC(=O)N[C@H]2CC[C@@H](CC(=O)NCc3ccccn3)O[C@H]2CO)c1	-0.7	-0.8
O=C(C[C@H]1CC[C@@H]2[C@H](COC[C@@H](O)CN2CC2CCOCC2)O1)NCc1ccc(Cl)cc1	-0.6	-1.6
CCNC(=O)[C@@H]1[C@@H](CO)[C@@H]2Cn3c(ccc(C4=CCCC4)c3=O)[C@@H]2N1C(=O)C1CC1	-0.6	-2.1
O=C(C[C@H]1C[C@H]2c3cc(NC(=O)Cc4ccncc4)ccc3O[C@H]2[C@@H](CO)O1)NCc1cc(F)ccc1F	-0.5	-1.3
Cn1cnc(CCNC(=O)C[C@@H]2CC[C@H]3[C@@H](COC[C@H](O)CN3C(=O)Nc3ccccc3)O2)c1	-0.6	-0.7
C[C@H]1CN([C@@H](C)CO)C(=O)c2cccc(NC(=O)Nc3cccc4ccccc34)c2O[C@H]1CN(C)C(=O)NC1CCCCC1	0.4	1.8
CCNC(=O)C[C@@H]1CC[C@@H]2[C@H](COc3ccc(NC(=O)c4cccs4)cc3C(=O)N2C)O1	-0.1	2.3
C[C@@H]1CN([C@H](C)CO)C(=O)Cc2cc(N(C)C)ccc2O[C@H]1CN(C)C(=O)Nc1ccccc1	-9.3	-2.0
N#C[C@@H]1N[C@H](CO)[C@@H]1c1ccc(-c2cccc(F)c2)cc1	-2.5	-0.9
O=C(C[C@@H]1CC[C@H]2[C@@H](COC[C@H](O)CN2CCc2ccccc2)O1)NCc1ccc(Oc2ccccc2)cc1	0.0	-0.6
C[C@H]1CN([C@@H](C)CO)C(=O)c2cccc(NS(=O)(=O)c3ccc(Cl)cc3)c2O[C@@H]1CN(C)Cc1ccc(Cl)c(Cl)c1	0.9	1.7
C[C@@H]1CCCCO[C@H](CN(C)C(=O)C2CCCCC2)[C@@H](C)CN([C@@H](C)CO)C(=O)c2cc(NS(=O)(=O)c3cn(C)cn3)ccc2O1	-0.8	1.2
CN(C)CC(=O)Nc1ccc2c(c1)[C@H]1C[C@@H](CC(=O)NCCN3CCCCC3)O[C@@H](CO)[C@H]1O2	0.5	-2.2
C[C@H](NC(=O)C[C@@H]1CC[C@@H]2[C@H](COc3ccc(NS(=O)(=O)c4ccc(Cl)cc4)cc3C(=O)N2C)O1)c1ccccc1	-1.5	-0.5
C[C@@H]1CN([C@H](C)CO)C(=O)c2cccc(NC(=O)Nc3cccc4ccccc34)c2O[C@@H]1CN(C)Cc1ccc(C(F)(F)F)cc1	-0.5	-2.5
COc1ccc(NC(=O)Nc2ccc3c(c2)CC(=O)N([C@H](C)CO)C[C@@H](C)[C@@H](CN(C)CC2CC2)O3)cc1	-0.4	1.3
C[C@@H]1CN([C@@H](C)CO)C(=O)c2ccccc2-c2ccccc2CO[C@@H]1CN(C)Cc1cccc(O)c1	1.0	0.4
C[C@H](CO)N1C[C@H](C)[C@@H](CN(C)C(=O)CN(C)C)Oc2ncc(C#Cc3ccncc3)cc2C1=O	-0.2	-0.6
C[C@@H]1CN([C@H](C)CO)C(=O)c2cc(-c3cccnc3)cnc2O[C@H]1CN(C)C(=O)C1CCC1	1.3	-0.9
O=C(C1CCCCC1)N1CC[C@@H]2[C@H](CO)Nc3ccc(Br)cc3[C@@H]21	-1.3	17.3
Cc1cc(C(=O)Nc2cccc3c2O[C@@H](CN(C)C)[C@H](C)CN([C@@H](C)CO)C3=O)n(C)n1	-1.5	-0.6
C[C@@H]1CN([C@@H](C)CO)C(=O)c2cc(NC(=O)Nc3ccc4c(c3)OCO4)ccc2O[C@@H]1CN(C)C	0.3	-1.5
CCC(=O)Nc1ccc2c(c1)C(=O)N(C)C[C@H](OC)[C@@H](C)CN(C(=O)c1ccccn1)[C@H](C)CO2	1.3	-4.2
Cc1noc(C)c1NC(=O)N(C)C[C@H]1OCCCC[C@@H](C)Oc2ccc(NS(=O)(=O)c3cccs3)cc2C(=O)N([C@H](C)CO)C[C@@H]1C	0.7	-2.8
